HePTP inh: blocks human HePTP tyrosine phosphatase; P35236; recombinant HePTP phosphatase activity, OD absorbance; inhibition, % at 20 µM; 0.64% of 110,000 active; AID 521; in the data active = inhibition above about 50%;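 note: plate controls were vehicle for no effect and reference inhibitor for full effect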
Target sequence (P35236 whole entry, looked up): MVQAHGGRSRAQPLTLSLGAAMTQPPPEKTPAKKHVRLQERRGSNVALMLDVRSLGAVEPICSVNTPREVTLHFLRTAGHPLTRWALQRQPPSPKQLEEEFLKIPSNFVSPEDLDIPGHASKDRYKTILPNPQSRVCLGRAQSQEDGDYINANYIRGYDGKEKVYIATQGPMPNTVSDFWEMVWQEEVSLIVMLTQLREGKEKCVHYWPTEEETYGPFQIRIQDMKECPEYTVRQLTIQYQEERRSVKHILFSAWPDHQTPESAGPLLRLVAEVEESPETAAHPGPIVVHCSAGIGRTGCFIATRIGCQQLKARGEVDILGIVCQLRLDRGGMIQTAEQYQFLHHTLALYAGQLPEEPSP
BAP1 block: inhibitors of human BAP1 deubiquitinase; activity remaining (% of control), % at 20 µM; Q92560; 0.48% of 72,000 active; recombinant BAP1, Ub-AMC hydrolysis fluorescence kinetic; active compounds read low;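 active = activity remaining at or below 50% of control, provided the compound also passes the data quality filters; inactive = the rest, including low values that fail the filters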;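 note: 100% = DMSO wells rate and 0% = substrate alone blank rate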
Target sequence (Q92560 whole entry, looked up): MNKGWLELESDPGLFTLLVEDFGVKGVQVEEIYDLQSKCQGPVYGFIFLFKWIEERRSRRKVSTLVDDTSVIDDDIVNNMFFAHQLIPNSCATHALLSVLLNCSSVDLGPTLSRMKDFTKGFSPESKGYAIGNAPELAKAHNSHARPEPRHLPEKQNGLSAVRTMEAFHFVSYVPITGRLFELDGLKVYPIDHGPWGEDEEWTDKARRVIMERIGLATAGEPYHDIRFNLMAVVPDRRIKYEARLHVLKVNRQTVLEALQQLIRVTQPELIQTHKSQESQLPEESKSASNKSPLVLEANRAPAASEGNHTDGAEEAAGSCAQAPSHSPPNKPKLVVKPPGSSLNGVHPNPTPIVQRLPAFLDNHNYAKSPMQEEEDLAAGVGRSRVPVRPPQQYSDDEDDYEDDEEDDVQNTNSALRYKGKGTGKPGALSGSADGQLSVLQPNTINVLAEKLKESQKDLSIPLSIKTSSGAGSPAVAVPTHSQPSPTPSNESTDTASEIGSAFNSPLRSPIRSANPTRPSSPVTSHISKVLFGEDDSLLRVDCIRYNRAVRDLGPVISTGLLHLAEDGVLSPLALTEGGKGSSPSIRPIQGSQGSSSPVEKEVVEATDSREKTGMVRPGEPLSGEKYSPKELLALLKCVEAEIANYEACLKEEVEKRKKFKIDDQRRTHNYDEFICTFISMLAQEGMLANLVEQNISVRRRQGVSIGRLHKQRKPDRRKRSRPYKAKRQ
* marks the source's active call; other numbers are inactive results; & = joins results of further samples.

How did CCC(=NCc1ccco1)c1c(O)n(-c2ccc(OC)cc2)c(=O)[nH]c1=O do in these assays?
HePTP inh: -5.4; BAP1 block: 96.9

How did CC(=O)N1CCN(c2ccc(N=Cc3c(O)n(-c4ccc(Cl)cc4)c(=O)[nH]c3=O)cc2)CC1 do in these assays?
HePTP inh: 13.4; BAP1 block: 113.0

How did CN(C)c1cc(N)c2c(n1)CCC2 (tested in a mixture with another compound) do in these assays?
HePTP inh: -2.9; BAP1 block: 108.6

What do the screens show for `CCCCNC(=O)Nc1ccc(C(O)(C(=O)OCC)C(F)(F)F)cc1` (centres undefined)?
HePTP inh: -0.5; BAP1 block: 108.6

How did Cc1cc(OCc2ccc(F)cc2)c2c3c(c(=O)oc2c1)CCCC3 do in these assays?
HePTP inh: -1.2

How did N#CCCOCC#CCN1CCCCC1 do in these assays?
HePTP inh: -12.1

Results for O=C1C2CCN(CC2)[C@@H]1Cc1ccc2ccccc2c1O ?
HePTP inh: 5.6; BAP1 block: 97.2

How did N#CC(C#N)=Cc1ccc(Sc2ccccc2)o1 do in these assays?
HePTP inh: 4.4

What do the screens show for `CC(=Nc1ccc2c(c1)CCC2)c1c(O)n(C2CCCCC2)c(=O)[nH]c1=O`?
HePTP inh: 3.4

How did C=C(C)Cn1c(=O)n(CC2CS2)c2ccccc21 (centres undefined) do in these assays?
HePTP inh: -16.9

How did Cc1ccc(S(=O)(=O)Cc2ccc(C(=O)N3CCC4(CC3)OCCO4)o2)cc1 do in these assays?
HePTP inh: 24.1; BAP1 block: 101.4

How did Cc1ccccc1-n1c(=S)[nH]c2ccccc2c1=O do in these assays?
HePTP inh: -1.7&4.7

What do the screens show for `CCN(CC)c1ccc(N=Cc2c(O)n(-c3cc(OC)ccc3OC)c(=O)[nH]c2=O)cc1`?
HePTP inh: 4.6; BAP1 block: 127.4

Results for CC(=NCC1CCCO1)c1c(O)n(-c2ccccc2)c(=O)[nH]c1=O (centres undefined) ?
HePTP inh: 4.2; BAP1 block: 97.9

Results for O=C1CC(=O)N(c2cccc(Cl)c2)C(=O)N1 ?
HePTP inh: 2.8; BAP1 block: 97.5&106.4

Results for NS(=O)(=O)c1ccc(N=Cc2c(O)n(C3CCCCC3)c(=O)n(C3CCCCC3)c2=O)cc1 ?
HePTP inh: -9.2&4.0

Results for CCN1CC=C(c2c[nH]c3ccccc23)CC1 ?
HePTP inh: 8.8; BAP1 block: 98.3

How did COc1cc(C(c2c(C)[nH]n(-c3ccccc3)c2=O)c2c(C)[nH]n(-c3ccccc3)c2=O)cc(OC)c1OC do in these assays?
HePTP inh: 4.2

What do the screens show for `N#Cc1ccccc1Cn1cc(C(=O)C2CC2)c2ccccc21`?
HePTP inh: -0.6; BAP1 block: 90.8

What do the screens show for `Cc1cccc(N2C(=O)NC(=O)/C(=C/c3ccc(-c4ccc(C(=O)O)c(Cl)c4)o3)C2=O)c1`?
HePTP inh: 3.7

Results for COC(=O)C(Cc1ccccc1)N1CC1C(N)=O (centres undefined) ?
HePTP inh: -0.6

How did CCOc1ccc(-n2c(O)c(C=Nc3ccc(N4CCOCC4)cc3)c(=O)[nH]c2=O)cc1 do in these assays?
HePTP inh: 9.6; BAP1 block: 81.4

Results for COc1ccc(C2=NCC(=O)N(CC(=O)NCc3ccco3)c3sc4c(c32)CCCC4)cc1OC ?
HePTP inh: -0.4; BAP1 block: 94.0

Results for CCOc1ccc(C2SCC(=O)Nc3c2c(=O)[nH]n3C2CCCCCC2)cc1 (centres undefined) ?
HePTP inh: -5.6; BAP1 block: 103.8

How did c1ccc2cc(CC3=NCCN3)ccc2c1 do in these assays?
HePTP inh: 3.6; BAP1 block: 97.4

How did O=P(c1ccccc1)(c1ccccc1)N1CCCCC1 do in these assays?
HePTP inh: -5.0; BAP1 block: 120.4

How did Nc1cccc(N=Cc2c(O)n(Cc3ccc(F)cc3)c(=O)[nH]c2=O)c1 do in these assays?
HePTP inh: 4.8; BAP1 block: 94.3

Results for O=C1CC(=O)N(c2ccccc2)C(=S)N1 ?
HePTP inh: 12.5

Results for COc1cc(/C=C/[N+](=O)[O-])ccc1OC(C)=O ?
HePTP inh: 11.6

What do the screens show for `Cc1ccc(N=Cc2c(O)n(C)c(=O)n(C)c2=O)cc1`?
HePTP inh: -5.2

Results for CNc1ccc2oc(C[C@H]3O[C@@]4(CC[C@H]3C)O[C@H]([C@H](C)C(=O)c3ccc[nH]3)[C@H](C)C[C@H]4C)nc2c1C(=O)O ?
BAP1 block: 43.8*

Results for COP(=O)(OC)C(O)C(Cl)(Cl)Cl (centres undefined) ?
HePTP inh: 13.0

What do the screens show for `C=CCN1CCC2(C)c3cc(O)ccc3CC1C2C` (centres undefined)?
BAP1 block: 97.3

How did COc1ccc(N2C(=O)/C(=C/c3ccc(I)o3)C(=O)NC2=S)cc1 do in these assays?
HePTP inh: 101.0*

What do the screens show for `Cc1oc2ccc(OC(=O)N(C)C)cc2c1C(=O)OC(C)C`?
HePTP inh: 5.9; BAP1 block: 93.8

How did CCOP(=S)(OCC)c1ccc(N(C)C)cc1 do in these assays?
HePTP inh: -1.0; BAP1 block: 104.2

What do the screens show for `CN1C(=O)NC(=O)/C(=C\c2cccc(Oc3ccccc3)c2)C1=O`?
HePTP inh: -0.4

How did CCCCC1C(=O)NC(=S)N(c2ccccc2)C1=O (centres undefined) do in these assays?
HePTP inh: 4.5

Results for O=C(O)CCCc1ccc(N(CCCl)CCCl)cc1 ?
HePTP inh: -4.0; BAP1 block: 109.2&104.5

Results for C[C@H]1CCC/C=C/C2C[C@H](O)CC2[C@H](O)/C=C/C(=O)O1 (some centres undefined) ?
HePTP inh: 11.2; BAP1 block: 62.3

Continued (2 carried over from the part before).
Results for O=C(O)CCCc1ccc(N(CCCl)CCCl)cc1 ?
HePTP inh: -4.0; BAP1 block: 109.2&104.5

Results for C[C@H]1CCC/C=C/C2C[C@H](O)CC2[C@H](O)/C=C/C(=O)O1 (some centres undefined) ?
HePTP inh: 11.2; BAP1 block: 62.3

What do the screens show for `C=CCN1CC[C@]23c4c5ccc(O)c4O[C@@H]2/C(=N/N=C2\CC[C@@]4(O)C6Cc7ccc(O)c8c7[C@@]4(CCN6CC=C)[C@@H]2O8)CC[C@@]3(O)C1C5`?
BAP1 block: 92.2

What do the screens show for `CN1C2CCC1CC(OC(=O)c1cc(Cl)cc(Cl)c1)C2` (centres undefined)?
BAP1 block: 95.9

How did O=c1cc(C2CCNCC2)[nH][nH]1 do in these assays?
HePTP inh: 1.8; BAP1 block: 110.9

How did CNCC(O)c1cccc(OC(=O)c2ccccc2C)c1 (centres undefined) do in these assays?
HePTP inh: -4.9; BAP1 block: 104.0

What do the screens show for `O=C(COc1ccc(Br)cc1)N1CCN(Cc2ccncc2)CC1`?
HePTP inh: 4.1; BAP1 block: 101.6

What do the screens show for `Cc1cc(OCC(=O)c2ccc(F)cc2)c2c3c(c(=O)oc2c1)CCCC3`?
HePTP inh: 4.5

What do the screens show for `CSc1ccc(CN2CCN(Cc3cc(Br)ccc3O)CC2)cc1`?
HePTP inh: 12.2

Results for O=C(Cn1cnc2ccccc2c1=O)NCC(=O)N1CCC2(CC1)OCCO2 ?
HePTP inh: 2.0; BAP1 block: 98.7

How did O=C(NC[P+](=O)O)OCc1ccccc1 do in these assays?
HePTP inh: 3.0; BAP1 block: 106.5

What do the screens show for `OC1(c2cccnc2)CC2CCC(C1)N2Cc1nnnn1Cc1ccccc1` (centres undefined)?
HePTP inh: 7.9; BAP1 block: 93.6

What do the screens show for `Cn1c(O)c(/C=N/c2ccccn2)c(=O)n(C)c1=O`?
HePTP inh: -1.1

What do the screens show for `O=C(c1ccccc1)c1cc(Cl)ccc1NC(=O)c1nc[nH]c1C(=O)N1CCOCC1`?
HePTP inh: -4.8

What do the screens show for `COC(=O)C(O)(c1cn(C)c2ccccc12)C(F)(F)F` (centres undefined)?
HePTP inh: 7.0; BAP1 block: 99.4

What do the screens show for `C=CCN1C(=O)NC(=O)/C(=C/c2ccc(-c3cc([N+](=O)[O-])ccc3Cl)o2)C1=O`?
HePTP inh: -3.0

How did COc1ccc(OC)c(NP(=O)(Oc2ccccc2)Oc2ccccc2)c1 do in these assays?
BAP1 block: 81.9

Results for CN(C)c1ccc(/C=C\c2nc3ccccc3c(=O)n2-c2ccc(O)cc2)cc1 ?
HePTP inh: 5.5

Results for COc1ccccc1N=Cc1c(O)n(C)c(=O)n(C)c1=O ?
HePTP inh: -0.5; BAP1 block: 81.5

What do the screens show for `Cc1cc(OCC(=O)OC(C)(C)C)c2c3c(c(=O)oc2c1)CCC3`?
HePTP inh: 8.8&3.9; BAP1 block: 107.3

How did Cc1cc(C)n2nc(SC(C)C(=O)N3CCC4(CC3)OCCO4)nc2n1 (centres undefined) do in these assays?
HePTP inh: 2.5; BAP1 block: 118.8

How did O=[N+]([O-])N=C1NC(OCc2ccccc2)C(OCc2ccccc2)N1 (centres undefined) do in these assays?
HePTP inh: 8.1

How did CC1(C)COC(Nc2ccc(Cl)cc2)=N1 do in these assays?
HePTP inh: 3.0; BAP1 block: 62.9

How did O=c1oc2ccccc2c(O)c1C(c1cccnc1)c1c(O)c2ccccc2oc1=O do in these assays?
HePTP inh: -3.0

How did CC(=O)Nc1cc(C(=O)N2CCC3(CC2)OCCO3)ccc1S(=O)(=O)c1ccc(C)cc1 do in these assays?
HePTP inh: -4.5; BAP1 block: 102.5

What do the screens show for `CCC(=O)N1N=C2C3CCN(CC3)C2C1c1cccc([N+](=O)[O-])c1` (centres undefined)?
HePTP inh: 3.6

How did COCCCn1c(N)c(C(=O)OCCOC)c2nc3ccccc3nc21 do in these assays?
HePTP inh: -3.7

Results for O=c1c2ccccc2nc(/C=C/c2cc(Br)ccc2O)n1-c1ccc([N+](=O)[O-])cc1 ?
HePTP inh: -4.3

How did O=C(O)c1cc2ccccc2oc1=O do in these assays?
HePTP inh: -7.3; BAP1 block: 95.2

What do the screens show for `CCC(C)c1ccc(N2C(=O)CC(=O)NC2=S)cc1` (centres undefined)?
HePTP inh: 3.7

Results for Nc1ccnn1C1CCNCC1 ?
HePTP inh: -7.6; BAP1 block: 58.3

How did C[N+](C)(C)CCOC(=O)CBr do in these assays?
BAP1 block: 94.5

Entries listed so far containing a COOH group (4):
What do the screens show for `Cc1cccc(N2C(=O)NC(=O)/C(=C/c3ccc(-c4ccc(C(=O)O)c(Cl)c4)o3)C2=O)c1`?
HePTP inh: 3.7

Results for CNc1ccc2oc(C[C@H]3O[C@@]4(CC[C@H]3C)O[C@H]([C@H](C)C(=O)c3ccc[nH]3)[C@H](C)C[C@H]4C)nc2c1C(=O)O ?
BAP1 block: 43.8*

Results for O=C(O)CCCc1ccc(N(CCCl)CCCl)cc1 ?
HePTP inh: -4.0; BAP1 block: 109.2&104.5

How did O=C(O)c1cc2ccccc2oc1=O do in these assays?
HePTP inh: -7.3; BAP1 block: 95.2

The listing continues:
What do the screens show for `CCCCn1c(=O)c(C(=O)Nc2ccccc2Br)c(O)c2ccccc21`?
HePTP inh: -5.5

Results for NC1CCc2cc(O)c(O)cc2C1 (centres undefined) ?
BAP1 block: 89.3

What do the screens show for `Cc1ccc(/C=C2/C(=O)NC(=O)N(c3ccc(Cl)cc3)C2=O)o1`?
HePTP inh: -3.0

What do the screens show for `O=c1c2ccccc2nc(Cc2ccccc2)n1-c1ccccc1`?
BAP1 block: 182.6

What do the screens show for `COc1ccc(/C=C/C(=O)NC(C)Cc2ccccc2)cc1` (centres undefined)?
HePTP inh: -12.5

How did Cc1cc(OCc2nn[nH]n2)c2c3c(c(=O)oc2c1)CCC3 do in these assays?
HePTP inh: -1.4

Results for CC(=O)c1c(C)n(CCCOC(C)C)c2ccc(O)cc12 ?
HePTP inh: 10.0; BAP1 block: 122.7

What do the screens show for `COc1ccc(CC2C(=O)NC(=O)N(c3ccccc3)C2=O)c(OC)c1` (centres undefined)?
HePTP inh: 4.8; BAP1 block: 112.9

Results for CCOCC(=O)NC1CCSC1=O (centres undefined) ?
HePTP inh: 9.0; BAP1 block: 98.2

Results for COCCCn1c(N)c(C(=O)NCCC(C)C)c2nc3ccccc3nc21 ?
HePTP inh: 0.1; BAP1 block: 169.4

How did O=C(c1ccccc1)c1cc(Br)ccc1NC(=O)c1cc2ccccc2oc1=O do in these assays?
BAP1 block: 121.4

What do the screens show for `O=C1NC(=O)C(=Cc2ccc3c(c2)OCO3)C(=O)N1`?
HePTP inh: 8.2

What do the screens show for `COc1ccc(OCC(=O)N2CCN(C)CC2)cc1`?
HePTP inh: 1.5

What do the screens show for `O=C(CN1CCCC1=O)NCc1ccccc1`?
HePTP inh: -13.7

What do the screens show for `CCOC(=O)c1c(C)n(CC(C)C)c2ccc(O)cc12`?
HePTP inh: -8.0

Results for OC(CNC1CCCCC1)c1ccccc1 (centres undefined) ?
HePTP inh: 2.2; BAP1 block: 93.5

What do the screens show for `CCSP1(=S)N=C(N2CCOCC2)C(C#N)=C2CCCN21` (centres undefined)?
HePTP inh: 3.8; BAP1 block: 99.8

What do the screens show for `CCOC(=O)CC1=C(C(=O)OCC)C2(C(=O)Nc3ccccc32)C(C#N)=C(N)O1` (centres undefined)?
HePTP inh: -5.6; BAP1 block: 87.1

How did COc1ccccc1CC(=O)N1CCN(C)CC1 do in these assays?
HePTP inh: 3.1

What do the screens show for `C=CCC1(CN2CCCCCC2=O)C(=O)NC(=O)NC1=O`?
HePTP inh: 0.2; BAP1 block: 167.9

Random excerpt: four compounds from above, in no set order.
What do the screens show for `COc1ccc(OCC(=O)N2CCN(C)CC2)cc1`?
HePTP inh: 1.5

What do the screens show for `CCSP1(=S)N=C(N2CCOCC2)C(C#N)=C2CCCN21` (centres undefined)?
HePTP inh: 3.8; BAP1 block: 99.8

What do the screens show for `C=CCC1(CN2CCCCCC2=O)C(=O)NC(=O)NC1=O`?
HePTP inh: 0.2; BAP1 block: 167.9

What do the screens show for `O=C(CN1CCCC1=O)NCc1ccccc1`?
HePTP inh: -13.7

(cont.)
Results for CCCCn1c(O)c(C=NCCN2CCCCC2)c(=O)[nH]c1=O ?
HePTP inh: 6.5; BAP1 block: 163.1

What do the screens show for `CC(C)(C)c1ccc(N2C(=O)CC(=O)NC2=O)cc1`?
HePTP inh: -7.3

Results for CN1C(=O)C(=Cc2ccccc2Cl)C(=O)N(C)C1=O ?
HePTP inh: 8.4

What do the screens show for `CN1CCN(/N=C/c2cccnc2)CC1`?
HePTP inh: 4.7

From PubChem

The list is partial; rates above refer to the full screens.
